Source: PubChem BioAssay
p53 reactivator = restores transcriptional activity of mutant p53. H1299 p53-A138V BP100-luciferase reporter, luminescence, 24 h. Potency, µM (series often up to 92.2 µM), inactives show at the top dose activity change, positive = activation, usual class: activators. 0.063% of 320,000 active. AID 504706; further: potency means the concentration at half of the fitted maximal effect; % of control where 0% means no effect; nearly all actives have a fitted effect of over 45% in size
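H1299 (p53-null), stable ts p53-A138V + BP100-Luc; 1000 cells/well, Opti-MEM/10% FBS; cpd 4 pt, 1:5; 24 h, 37 deg C, 5% CO2; detection reagent 10 min RT; luminescence.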
ELG1 genotox = induces genotoxicity in HEK293T cells with luciferase-tagged ELG1; 1.3% of 330,000 active; HEK293T ELG1-luciferase reporter, luminescence, 16 h; Potency, µM (series often up to 46 µM), for inactives: top-dose activity change, positive = activation, usual class: activators; further: potency means the concentration at half of the fitted maximal effect; % of control where 0% means no effect; nearly all actives have a fitted effect of over 60% in size
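Reporter readout depends on ELG1 protein level, which increases with genetic stress. After 16 hr compound exposure at 37 °C, luciferase activity was quantified using ONE-Glo.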
ELG1 repair inh = inhibitors of ELG1-dependent DNA repair in HEK293T cells; HEK293T ELG1-luciferase reporter, luminescence, 16 h; DNA damage induced by 5-fluorouridine; Potency, µM (series often up to 46.1 µM), without a hit: at the highest dose activity change, negative = inhibition, actives largely listed as inhibitors; 2.3% of 330,000 active; AID 504467; further: potency means the concentration at half of the fitted maximal effect; on the % scale 0 is the no-effect control and ±100 the full control effect; nearly all actives have a fitted effect of over 55% in size
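Cells (2,000 per well) received 5-fluorouridine plus test compound or DMSO and were incubated 16 hr at 37 °C, 5% CO2. Luciferase activity was read by luminescence 30 min after ONE-Glo addition; signal suppression marked inhibition of damage-induced ELG1 function.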
FLuc counter = counter-screen for miR-21 project: firefly luciferase inhibitors or activators | Potency, µM (highest dose often 57.5 µM), for the others: at the top dose activity change, negative = inhibition, usual class: inhibitors | P08659 | AID 588342 | purified FLuc, Km substrates, luminescence inhibition | 6.9% of 360,000 active;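 further: potency means the concentration at half of the fitted maximal effect; plate controls were vehicle for no effect and reference inhibitor for full effect; nearly all actives have a fitted effect of over 55% in size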
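Purified P. pyralis luciferase (10nM final) with 10uM D-luciferin and 10uM ATP (Km levels) in 50mM Tris acetate pH 7.5, 10mM Mg acetate, 0.01% Tween-20, 0.05% BSA; qHTS 6-point titration, ~60 µM downward; luminescence read.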
TRPV1 ag = agonists of human vanilloid receptor 1 (TRPV1) | Q8NER1 | TRPV1-expressing cells, Fluo-8 calcium influx, agonist mode | activation, % at 8.33 µM | 0.19% of 320,000 active | AID 540275; in the data active means activation above about 80%; inconclusive means between about 30% and that limit; further: 0% is about no effect
Target sequence (Q8NER1 whole entry, looked up): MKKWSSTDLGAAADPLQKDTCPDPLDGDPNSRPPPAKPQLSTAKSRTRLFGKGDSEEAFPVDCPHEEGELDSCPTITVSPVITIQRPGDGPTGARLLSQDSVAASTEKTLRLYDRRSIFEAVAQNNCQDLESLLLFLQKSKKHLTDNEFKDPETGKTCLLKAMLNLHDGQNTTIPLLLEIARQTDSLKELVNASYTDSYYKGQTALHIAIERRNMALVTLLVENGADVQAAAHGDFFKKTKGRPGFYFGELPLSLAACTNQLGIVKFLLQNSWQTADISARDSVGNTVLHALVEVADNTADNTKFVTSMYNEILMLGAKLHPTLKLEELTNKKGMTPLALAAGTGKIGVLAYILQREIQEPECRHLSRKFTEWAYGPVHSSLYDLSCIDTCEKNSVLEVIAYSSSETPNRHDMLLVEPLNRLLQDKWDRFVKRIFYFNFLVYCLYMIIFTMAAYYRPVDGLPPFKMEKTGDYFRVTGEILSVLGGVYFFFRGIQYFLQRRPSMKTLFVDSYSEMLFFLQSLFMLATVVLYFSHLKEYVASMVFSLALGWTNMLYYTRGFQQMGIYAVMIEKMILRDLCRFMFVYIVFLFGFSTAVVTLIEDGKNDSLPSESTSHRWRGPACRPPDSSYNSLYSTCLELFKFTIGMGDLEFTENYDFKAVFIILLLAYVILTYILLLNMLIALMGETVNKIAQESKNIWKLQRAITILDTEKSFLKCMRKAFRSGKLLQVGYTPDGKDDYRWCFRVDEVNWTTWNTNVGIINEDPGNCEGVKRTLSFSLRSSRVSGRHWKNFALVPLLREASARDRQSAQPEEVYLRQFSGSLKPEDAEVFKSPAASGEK
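Cells expressing TRPV1 were dye-loaded with Fluo-8 and read kinetically: 10 s baseline, 3 min after compound (agonist portion), then 2 min after EC20 capsaicin (allosteric enhancer portion). Calcium-bound dye fluorescence at 480/520 nm.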
BRCA1 expr act = activators of BRCA1 expression. MCF7-BRCA1-FFLuc reporter, luminescence, 48 h; response scale: scaled: vehicle 0%, 10 µM genistein 100%. Potency, µM (top dose mostly 46.1 µM), inactives show top-dose activation, usual class: activators. 1.1% of 380,000 active; further: potency means the concentration at half of the fitted maximal effect; nearly all actives have a fitted effect of over 80% in size; some results filed as inactive show a strong effect at the top dose
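Luminescence from a BRCA1-driven firefly luciferase in MCF7 cells was the read-out, taken 15 min after substrate addition following 48 h compound exposure at 37 °C. Data were normalized to a 10 microM genistein control and DMSO vehicle.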
RORgamma inh = blocks mouse ROR gamma transcriptional activity; P51450; Drosophila S2 Gal4-RORgamma UAS-luciferase reporter, 20 h; Potency, µM (top dose mostly 53.6 µM), for the others: at the highest dose activity change, negative = inhibition, actives largely listed as inhibitors; AID 2551; 5.4% of 310,000 active; further: potency means the concentration at half of the fitted maximal effect; on the % scale 0 is the no-effect control and ±100 the full control effect; nearly all actives have a fitted effect of over 60% in size
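Luminescence from a UAS-regulated Photinus luciferase reporter in stably transfected Drosophila Schneider cells is measured; decreased signal marks ROR gamma inhibition. Fusion expression is induced by 700 uM copper sulfate for 20 hr.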
Tb PFK inh = inhibitors of T. brucei phosphofructokinase. T. brucei PFK, ADP-Glo luminescence. Potency, µM (top dose mostly 57.5 µM), for inactives: at the top dose activity, negative = inhibition, most hits filed as inhibitors. 0.17% of 330,000 active. AID 485367;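 further: potency means the concentration at half of the fitted maximal effect; 0% = uninhibited 1x PFK enzyme wells and -100% = no-enzyme wells; nearly all actives have a fitted effect of over 60% in size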
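In TEA buffer at pH 8.0 with 5 mM MgCl2, enzyme (1.25 nM) converted F6P (0.5 mM) and ATP (0.1 mM) for 45 min at room temperature. ADP product was read by luciferase luminescence.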
Rab9 promoter act = activates the Rab9 promoter; Huh7 Rab9 promoter-luciferase reporter, luminescence, 24 h; Potency, µM (titrated, usually from 9.22 µM), without a hit: at the highest dose activation, negative = inhibition, most hits filed as activators; 2.8% of 320,000 active; AID 485297; further: potency means the concentration at half of the fitted maximal effect; % of control where 0% means no effect; nearly all actives have a fitted effect of over 60% in size
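Stable Rab9-luc Huh7, 1500 cells/well, 2 h settle; cmpd in DMSO, 24 h, 37 °C/5% CO2; luciferase reagent 10 min RT; luminescence.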
VP16 counter = Gal4-VP16 reporter inhibition counter-screen | Drosophila S2 Gal4-VP16 UAS-luciferase, luminescence, 20 h | Potency, µM (doses to about 53.6 µM), without a hit: at the top dose activity, negative = inhibition, most hits filed as inhibitors | 3.5% of 310,000 active;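 further: Gal4-VP16 expression switched on by copper sulfate through the metallothionein promoter; potency means the concentration at half of the fitted maximal effect; on the % scale 0 is the no-effect control and ±100 the full control effect; nearly all actives have a fitted effect of over 50% in size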
NPC1 prom act = activators of NPC1 promoter | Huh7 NPC1 promoter luciferase reporter, 24 h | Potency, µM (top dose mostly 9.22 µM), for the others: at the top dose activation, hits mostly activators | 2.4% of 320,000 active | AID 485313;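 further: potency means the concentration at half of the fitted maximal effect; % of control where 0% means no effect; nearly all actives have a fitted effect of over 60% in size; reporter is driven by a mutant NPC1 promoter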
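Readout is luciferase luminescence, reflecting NPC1 promoter activation in stably transfected Huh7 cells after 24 h compound exposure at 37 °C in reduced-serum medium with 10% FBS.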
* hit, by the source's call; ? = inconclusive; . = not tested or not shown; & = joins results of further samples; [ ] = remark or other dose. Unless noted, the call rests on the fitted dose curve; in most records, active means well fitted curve in the direction sought with a large enough effect; inconclusive means small, poorly fitted or top-dose-only effect, or another doubt; inactive means no such curve, though single readings can be large; an effect the other way counts as inactive or inconclusive.

SMILES	p53 reactivator	ELG1 genotox	ELG1 repair inh	FLuc counter	TRPV1 ag	BRCA1 expr act	RORgamma inh	Tb PFK inh	Rab9 promoter act	VP16 counter	NPC1 prom act
CC(C)CC1NC(=O)N(CC(=O)NC2CCCCC2)C1=O (configuration not stated)	-5%	2%	27%	-2%	0	-2%	.	-2%	-4%	.	-9%
COc1ccccc1NC(=O)c1ccc2nc(C)c(C)nc2c1	-7%	3%	6%	-17%	2	0%	0%	3%	17%	-5%	8%
O=C(c1ccc(Cl)c(S(=O)(=O)N2CCCC2)c1)N1CCN(c2ccccc2F)CC1	6%	-5%	?	-2%	20	-22%	12%	-3%	1%	5%	-3%
O=C(O)Cc1cn(-c2ccccc2)nc1-c1ccccc1	-3%	0%	3%	-23%	4	-17%	11%	1%	-6%	4%	2%
CCOC(=O)C1(CC)CC(CSc2nc3ccccc3[nH]2)OC1=O (configuration not stated)	-2%	-8%	-6%	-5%	-3	-12%	5%	-7%	3%	14%	0%
O=C(c1cccc(S(=O)(=O)N2CCc3ccccc32)c1)N1CCOCC1	3%	3%	0%	.	.	3%	.	0%	.	.	.
CCc1noc(C)c1C(=O)NNC(=O)c1cc(OC)c(OC)c(OC)c1	0%	0%	4%	-2%	1	7%	.	0%	-4%	.	-3%
COc1cc([N+](=O)[O-])ccc1-c1ccc(C(=O)Nc2ccc(NC(C)=O)cc2)o1	-10%	9%	9%	1%	-2	0%	-4%	0%	-4%	3%	-2%
COC(=O)N1CCc2c(sc(NC(=O)C3COc4ccccc4O3)c2C(N)=O)C1 (configuration not stated)	4%	6%	?	-13%	9	65%	.	-22%	?	.	?
OC1CC(c2ccco2)NC2(CCCCC2)C1 (configuration not stated)	-8%	-5%	7%	1%	1	-5%	-17%	1%	0%	-12%	3%
COC(=O)c1sccc1NC(=O)/C=C/c1ccc(Cl)cc1	?	?	?	?	5	-47%	32%	2%	?	-2%	4%
CN(CC(=O)Nc1cccc(F)c1)C(=O)c1ccc(OCc2cn3ccccc3n2)cc1	28%	5%	?	.	.	83%	.	-19%	.	.	.
COCCNC(=O)COc1ccc(C)c(C)c1	.	.	.	0%	-1	7%	-1%	.	.	20%	.
Nc1c(C(=O)NC2CCCC2)c2nc3ccccc3nc2n1N	?	2%	0%	17µM*	26	-29%	26%	-4%	6%	-2%	13%
CCCCn1c(N)c(N(CC)C(=O)c2cc3c(s2)CCCCC3)c(=O)[nH]c1=O	-4%	1%	8%	1%	1	-16%	.	4%	-1%	.	13%
CC1CCC(NC(=O)c2ccc(CS(=O)(=O)Cc3ccccc3F)o2)CC1 (configuration not stated)	-3%	-4%	-5%	1%	1	-1%	15%	1%	9%	-7%	0%
CC(C)N(C(=O)[C@H]1C[C@H](CC(=O)NCCCn2ccnc2)C(=O)N2CCc3c([nH]c4cc(-c5ccco5)ccc34)[C@]12C)C(C)C	-4%	5%	9%	.	.	13%	.	2%	.	.	.
Cc1ccc([N+](=O)[O-])cc1S(=O)(=O)n1ccnc1C	-1%	-9%	5%	6%	5	-10%	-37%	1%	-2%	-4%	-4%
CNC(=O)c1[nH]cnc1C(=O)Nc1ccccc1OC	-6%	?	?	1%	-6	-18%	13µM*	-1%	-2%	16µM*	-1%
CC(=O)NNC(=O)N1Cc2ccccc2Oc2ccc(Cl)cc21	.	.	.	.	.	3%&1%	16%	.	-12%[46.1 µM]	-16%	4%[46.1 µM]
N#CC1=C(N)SC(N)=C(C#N)C1c1ccoc1	5%	-4%	-13%	4%	1	.	-5%	?	-4%	18%	-2%
COCCNC(=O)C(NC(=O)C1CCC(C)CC1)C(C)C (configuration not stated)	4%	-1%	12%	-1%	3	-15%	4%	-1%	0%	-13%	-3%
Cc1nc(NC(=O)c2cnccn2)ccc1Br	?	?	?	8.5µM*	15	?	-42%	-2%	2µM*	-7%	2.8µM*
N#Cc1ccc(C(=O)OCc2cccc(S(=O)(=O)N3CCOCC3)c2)cc1	7%	0%	2%	3%	1	-8%	.	2%	-6%	.	-2%
Cc1c([N+](=O)[O-])ccc(S(=O)(=O)N2CCC(C(N)=O)CC2)c1C	-1%	0%	3%	1%	0	-23%	-5%	1%	-1%	-11%	-7%
Cc1ccc(SCc2cc(=O)[nH]c(N3CCN(C)CC3)n2)cc1	1%	5%	12%	0%	0	-3%	-2%	2%	-4%	-9%	-1%
Clc1ccc(N/N=C/c2ccncc2)cc1Cl	20%	?	?	?	23	7.1µM*	?	-12%	?	-4%	?
CC(C)(C)c1ccc(OCC(=O)Nc2cccc(S(=O)(=O)NC3=NCCCCC3)c2)cc1	9%	0%	1%	11µM*	6	6%	.	-5%	-1%	.	-1%
CC(NC(=O)COc1ccc(S(=O)(=O)N2CCCC2)cc1)c1ccccc1 (configuration not stated)	1%	-9%	11%	0%	5	-6%	-10%	1%	-4%	12%	0%
CN(C)c1ccc(C2Nc3cccc4cccc(c34)N2)cc1	17%	?	?	17µM*	-7	10%	-20%	-19%	?	8%	?
O=C(/C=C/NCc1ccc(F)cc1)c1ccccc1	?	12%	?	17µM*	17	64%	-6%	-14%	5%	3%	-5%
CCCNC(=O)OC[C@H]1O[C@H](CCO/N=C/[C@@H](NS(=O)(=O)c2ccc(C)cc2)[C@H](C)/C=C/CC(=O)OC)C=C[C@@H]1Oc1ccc(OC)cc1	-3%	-1%	?	4%	10	.	?	4%	-4%	-1%	-5%
Cc1ccccc1N1C(S)=C(C#N)C(=O)NC1c1ccco1 (configuration not stated)	-1%	3%	28%	-6%	2	-17%	-31%	-7%	-2%	3%	-4%
COC(=O)/C=C/C(=O)N1CCN(c2cccc(Cl)c2)CC1	-21%	1%	?	-2%	28	.	?	-12%	-9%	-14%	-8%
CCOC(=O)c1c(C)oc2c1cc(O)c1ccccc12	35%	?	?	2.4µM*	?	55%	-4%	0%	-1%	17%	?
COc1ccc(NC(=O)c2cncc(Br)c2)cc1S(N)(=O)=O	18%	-2%	0%	4%	2	-15%	11µM*	6%	-1%	4%	-6%
O=C1c2ccccc2C(=O)N1c1nc2nccc(-c3ccccc3)n2n1	-1%	6%	12%	-15%	-4	-29%	-24%	-2%	0%	-2%	-9%
Cc1noc(C)c1S(=O)(=O)N(CC(=O)NC1CCCC1)c1ccc(C(C)C)cc1	9%	1%	?	4%	29	-19%	-25%	-1%	-1%	0%	-4%
O=C(NC(=S)N1CCN(Cc2ccccc2)CC1)c1ccco1	0%	-1%	12%	5%	-1	0%	0.89µM*	7%	0%	3.5µM*	-1%
c1cncc(CNc2nc(N3CCOCC3)nc(N3CCOCC3)n2)c1	2%	4%	-28%	0%	0	20%	10%	-5%	-1%	-7%	6%
COc1ccc(-c2cc(C(F)(F)F)nc(SCC(=O)Nc3ccc4c(c3)OCO4)n2)cc1	2%	10%	-3%	7%	7	-16%	-22%	-1%	-1%	?	-1%
COc1ccc(C(c2oc(CO)cc(=O)c2O)c2oc(CO)cc(=O)c2O)cc1	-1%	1%	12%	3%	-1	0%	-3%	-3%	-27%	-10%	-3%
CC1(C)Cc2c(C#N)c(SCCO)nc(N3CCOCC3)c2CO1	-2%	-4%	?	-1%	6	-29%	2%	8%	-3%	1%	0%
CCOc1ccccc1N1CC(C(=O)N2CCOCC2)CC1=O (configuration not stated)	3%	0%	7%	5%	9	8%	-37%	-7%	-1%	0%	2%
COc1ccc(-c2nnc(N3CCOCC3)c3ccccc23)cc1	-62%[inhibitor]	-2%	?	1%	3	-15%	-5%	1%	-2%	0%	0%
CCN(CC)C(=O)CSc1nc2ncc(Br)cc2[nH]1	-3%	-4%	4%	-13%	-3	-1%	?	0%	3%	7%	-3%
COc1ccccc1-c1c(C)nn2c(N)c(-c3ccc(Cl)cc3)cnc12	14%	0%	?	?	-1	-3%	-7%	3%	10%	-2%	1%
COc1ccc(NC(=O)COc2ccc3c(c2)OCO3)cc1	10%	-3%	?	?	15	6%	9%	-9%	11%	-12%	15%

2 compounds from above, showing only BRCA1 expr act, VP16 counter and Tb PFK inh:
SMILES,BRCA1 expr act,VP16 counter,Tb PFK inh
CN(CC(=O)Nc1cccc(F)c1)C(=O)c1ccc(OCc2cn3ccccc3n2)cc1,83%,.,-19%
CC(=O)NNC(=O)N1Cc2ccccc2Oc2ccc(Cl)cc21,3%&1%,-16%,.
